Bioassay records (PubChem BioAssay)
HT1080 IDH1KD tx = HT-1080 IDH1 knockdown cell toxicity (counter line); Potency, µM (series often up to 46.1 µM), for inactives: at the highest dose activity, negative = toxicity, actives largely listed as cytotoxic; HT-1080 IDH1 knockdown viability, ATP luminescence, 48 h; hit rate 2% among 360,000;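 also: potency is read from the fitted curve at half-maximal effect; 0% = DMSO wells and -100% = cell-free medium wells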
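% activity derives from luminescence (CellTiter-Glo), normalised to DMSO and no-cell wells. HT-1080-IDH1KD cells, 750/well, had 48 h compound exposure at 37 °C.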
KB-3-1 tox = kills parental KB-3-1 adenocarcinoma cells; hit rate 1.4% among 400,000; KB-3-1 viability, CellTiter-Glo ATP luminescence, 72 h; Potency, µM (titrated, usually from 46.1 µM), for the others: at the highest dose activity change, negative = cytotoxic, actives largely listed as cytotoxic; also: potency is read from the fitted curve at half-maximal effect; % is scaled to controls: 0 for no effect and ±100 for the full control effect; nearly all actives have a fitted effect of over 60% in size
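Using CellTiter-Glo luminescence, growth of non-resistant KB-3-1 adenocarcinoma cells is assessed 72 h after pin-tool compound addition at 37 °C. Normalized responses across the concentration series yield fitted curves.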
SW480 rereplic = DNA re-replication induction in SW480 cells. AID 624297. Potency, µM (series often up to 46.1 µM), for inactives: at the top dose re-replication activation, most hits filed as activators. hit rate 1.8% among 340,000. SW480 DNA re-replication, Hoechst DNA content imaging, 48 h; also: potency is read from the fitted curve at half-maximal effect; % of control where 0% means no effect; nearly all actives have a fitted effect of over 55% in size
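First, 250 cells per well were seeded. Next, compound or vehicle (23 nL) was pinned in, plates sat 48 hr at 37 C. Finally Hoechst was added for 40 min before fluorescence scanning.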
WRN helicase inh = inhibitors of human WRN helicase; hit rate 0.46% among 360,000; Q14191; Potency, µM (series often up to 114 µM), for the others: top-dose activity change, negative = inhibition, most hits filed as inhibitors; WRN helicase unwinding, fluorescent forked duplex, kinetic; also: potency is read from the fitted curve at half-maximal effect; % is scaled to controls: 0 for no effect and ±100 for the full control effect; nearly all actives have a fitted effect of over 55% in size
Target sequence (Q14191 whole entry, looked up): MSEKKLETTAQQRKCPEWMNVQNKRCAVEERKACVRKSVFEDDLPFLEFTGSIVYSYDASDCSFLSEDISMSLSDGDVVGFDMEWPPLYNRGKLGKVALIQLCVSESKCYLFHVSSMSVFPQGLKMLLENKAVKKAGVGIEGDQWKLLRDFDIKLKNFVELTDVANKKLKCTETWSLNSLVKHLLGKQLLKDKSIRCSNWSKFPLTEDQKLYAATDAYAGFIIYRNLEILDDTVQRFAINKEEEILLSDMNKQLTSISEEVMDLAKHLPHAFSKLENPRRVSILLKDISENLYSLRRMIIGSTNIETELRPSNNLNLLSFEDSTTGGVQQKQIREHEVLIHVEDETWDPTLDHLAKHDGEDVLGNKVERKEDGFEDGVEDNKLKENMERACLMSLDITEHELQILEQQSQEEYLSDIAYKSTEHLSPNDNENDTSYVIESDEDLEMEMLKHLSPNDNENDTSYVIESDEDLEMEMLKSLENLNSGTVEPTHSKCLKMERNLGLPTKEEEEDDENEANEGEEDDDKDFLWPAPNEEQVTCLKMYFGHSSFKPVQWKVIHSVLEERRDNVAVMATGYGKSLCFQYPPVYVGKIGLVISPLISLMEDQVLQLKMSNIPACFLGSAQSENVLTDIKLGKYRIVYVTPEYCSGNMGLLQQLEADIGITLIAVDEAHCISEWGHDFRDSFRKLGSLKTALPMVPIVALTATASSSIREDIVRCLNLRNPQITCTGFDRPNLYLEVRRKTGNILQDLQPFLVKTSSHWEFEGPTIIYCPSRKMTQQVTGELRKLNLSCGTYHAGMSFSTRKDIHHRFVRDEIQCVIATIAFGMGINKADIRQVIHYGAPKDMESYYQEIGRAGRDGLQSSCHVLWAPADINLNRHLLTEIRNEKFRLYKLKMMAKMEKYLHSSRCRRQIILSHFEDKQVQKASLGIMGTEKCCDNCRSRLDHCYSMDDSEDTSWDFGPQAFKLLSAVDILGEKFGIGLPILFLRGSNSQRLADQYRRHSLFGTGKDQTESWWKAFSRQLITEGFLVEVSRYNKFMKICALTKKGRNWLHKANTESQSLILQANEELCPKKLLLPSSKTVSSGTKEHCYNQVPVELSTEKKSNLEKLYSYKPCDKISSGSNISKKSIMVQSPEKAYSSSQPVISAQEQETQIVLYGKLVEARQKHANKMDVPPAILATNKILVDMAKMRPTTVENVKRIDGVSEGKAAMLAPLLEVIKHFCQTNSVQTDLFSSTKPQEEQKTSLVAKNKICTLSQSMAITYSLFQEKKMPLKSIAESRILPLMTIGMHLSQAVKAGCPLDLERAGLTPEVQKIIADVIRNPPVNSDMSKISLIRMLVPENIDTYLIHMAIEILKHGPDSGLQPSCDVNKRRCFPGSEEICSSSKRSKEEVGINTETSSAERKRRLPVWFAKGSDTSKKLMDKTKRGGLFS
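Kinetic fluorescence helicase assay: unwinding of a quenched forked DNA duplex (100 nM final) with 2 mM ATP final raises red fluorescence (525/598 nm). Compounds sat 15 min at room temperature with 20 nM WRN beforehand.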
ATXN2 expr inh = reduces ATXN2 reporter expression in HEK-293 cells. HEK-293 ATXN2-luciferase reporter, luminescence, 24 h. Potency, µM (titrated, usually from 57 µM), for the others: at the highest dose activity change, negative = inhibition, usual class: inhibitors. hit rate 0.72% among 360,000; also: potency is read from the fitted curve at half-maximal effect; % is scaled to controls: 0 for no effect and ±100 for the full control effect; nearly all actives have a fitted effect of over 55% in size
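qHTS (up to 57 uM final) was run with 24 h compound exposure of reporter cells at 37 °C. Each well was multiplexed: SteadyGlo luminescence measured ATXN2-luciferase expression after a fluorogenic Gly-Phe-AFC viability readout (25 uM final).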
KB-V1 cytotox = KB-V1 MDR subline cytotoxicity | KB-V1 MDR cells viability, CellTiter-Glo, 72 h | AID 1347076 | hit rate 3.4% among 400,000 | Potency, µM (doses to about 46.1 µM), without a hit: at the top dose activity change, negative = cytotoxicity, hits mostly cytotoxic; also: potency is read from the fitted curve at half-maximal effect; % is scaled to controls: 0 for no effect and ±100 for the full control effect; nearly all actives have a fitted effect of over 60% in size
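KB-V1 MDR subline cells in DMEM (phenol-red free, 10% FBS) exposed to compounds in qHTS concentration series for 72 h at 37 degrees C. Viability read by CellTiter-Glo luminescence; concentration-effect curves fitted after normalization and correction.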
IL1B secr inh = inhibitors of inflammasome signaling (IL-1 beta secretion). hit rate 4.7% among 360,000. activity change, % at 57.5 µM. THP-1 LPS/ATP IL-1B secretion, AlphaLISA, 16 h; active compounds read low; in the data active = activity change below about -50%; inconclusive = mostly about -30% to -49%; also: % is scaled to controls: 0 for no effect and ±100 for the full control effect
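Secreted IL-1B measured by AlphaLISA bead assay after 16 h compound exposure of THP-1 cells; compounds (final up to 57.5 uM) added 1 h before LPS (250 ng/mL) and ATP (1.25 mM) stimulation; lower signal means less secretion.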
HT1080NT lethal = kills 2HG-producing HT-1080-NT fibrosarcoma cells; hit rate 1.6% among 360,000; HT-1080-NT fibrosarcoma viability, CellTiter-Glo ATP luminescence, 48 h; AID 686970; Potency, µM (top dose mostly 46.1 µM), for inactives: at the highest dose activity, negative = less viability, usual class: cytotoxic;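 also: NT is the 2HG producing partner of a matched IDH1 knockdown line; potency is read from the fitted curve at half-maximal effect; 0% = DMSO-treated cells and -100% = media-only wells without cells; nearly all actives have a fitted effect of over 55% in size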
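Luminescent CellTiter-Glo readout after 48 hours of compound exposure at 37 degrees C defined viability of HT-1080-NT cells. Activity was normalized to DMSO wells and cell-free media wells; concentration-response curves were fitted and assigned curve classes.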
MCF10A rereplic = inducers of DNA re-replication in MCF 10A breast cells; Potency, µM (titrated, usually from 46.1 µM), inactives show top-dose activity, positive = re-replication, hits mostly activators; MCF 10A DNA re-replication, Hoechst nuclear intensity, 48 h; hit rate 2.9% among 350,000; AID 624296; also: potency is read from the fitted curve at half-maximal effect; % of control where 0% means no effect; nearly all actives have a fitted effect of over 50% in size
Numbers without * were called inactive; ? = inconclusive; · = not tested or not shown; & = joins results of further samples; [ ] = dose if it differs, or a comment. Unless noted, calls follow the shape of the dose curve; as a rule, active = well fitted curve in the direction sought with a large enough effect; inconclusive = small, poorly fitted or top-dose-only effect, or another doubt; inactive = no such curve, though single readings can be large; an effect the other way counts as inactive or inconclusive. Rows were taken by chance. Share with any hit: about 12%.

entry	Molecule	ATXN2 expr inh	HT1080NT lethal	SW480 rereplic	HT1080 IDH1KD tx	IL1B secr inh
1	O=C(/C=C/c1ccc([N+](=O)[O-])cc1)NCC1CCCO1 (centres undefined)	29%	17%	2%	17%	-4
2	Cc1ccc(F)cc1NC(=O)C1CC(=O)N(CCc2ccccc2)C1 (centres undefined)	-42%	-2%	-28%	-4%	-14
3	CC(C)c1ccc(Nc2nc(NCc3ccco3)nc(N3CCOCC3)n2)cc1	-5%	?	?	-12%[9.24 µM]	-21
4	O=C(CN(Cc1ccccc1F)C(=O)c1ccco1)NCc1ccc(F)cc1	-10%	4%	-1%	8%	-18
5	O=C(c1cccc([N+](=O)[O-])c1)N1CCN(C/C=C/c2ccccc2)CC1	-6%	-1%	-1%	-12%	·
6	COc1cc(/C=N/N=C(/N)c2nonc2N)cc(Br)c1OCc1cccc(C)c1	-23%	?	2%	?	-3
7	CN1N=C(C(=O)N2CCCC(N3CCN(c4ccc(F)cc4)CC3)C2)CCC1=O (centres undefined)	3%	5%	-7%	5%	-5
8	C=CCN(CC=C)C(=O)c1ccc(OC2CCN(S(=O)(=O)N(C)C)CC2)cc1	9%	-2%	-3%	-2%	14
9	CC1Cc2ccccc2N1CC(=O)Nc1cccc(S(N)(=O)=O)c1 (centres undefined)	-8%	-1%	-3%	11%	35
10	O=C(O)CCC1OC(=O)C(O)=C1c1ccccc1 (centres undefined)	7%	7%	?	8%	25
11	CCCc1cc(N2CCCC2)n2nc(C)c(-c3ccccc3)c2n1	-11%	2%	0%	1%	15
12	CCOC(=O)c1c(NC(=O)COC(=O)C2CC2C)sc(C)c1C (centres undefined)	?	-14%	-2%	-23%	-8

entry	MCF10A rereplic	WRN helicase inh	KB-3-1 tox	KB-V1 cytotox
1	-3%	12%	2%	-3%
2	?	11%	11%	-9%
3	?	-12%	-12%	?
4	0%	2%	-1%	-15%
5	2%	-9%	-2%	?
6	?	-11%	0%	0%
7	5%	-2%	-1%	-18%
8	-2%	7%	?	21µM*
9	-4%	-29%	0%	-7%
10	5%	-8%	0%	0%
11	?	-7%	-5%	-16%
12	1%	-4%	3%	?

More compounds.
entry	Molecule	ATXN2 expr inh	HT1080NT lethal	SW480 rereplic	HT1080 IDH1KD tx	IL1B secr inh
13	C/C(N)=C(/C#N)C(=O)CSc1nnc(NC(C)C)s1	39%[activator]	-7%	?	-1%	-28
14	COc1cc(C(=O)NNC(=O)C2CC=CCC2C(=O)O)cc(OC)c1OC (centres undefined)	-2%	?	11%	?	39
15	COc1ccc(OC)c(NC(=O)CSc2nnc(CCCO)n2-c2ccccc2)c1	-4%	0%[9.24 µM]	1%	-19%	-11
16	O=C(NNC1=C(C(=O)C(F)(F)F)CCC1)c1ccc(Cl)cc1	?	?	2%	7.9µM*	82
17	O=C(c1cccn(Cc2cccc(Cl)c2)c1=O)N1CCOCC1	-7%	-4%	-7%	-1%	-10
18	CSCC(=O)Nc1nc(-c2ccc3c(c2)OCCO3)cs1	56%[activator]	6%	-23%	-2%	-27
19	CCO[C@@H]1OC(C(=O)NC2CC2)=C[C@H](C(C)(C)C)[C@H]1CCCO	10%	3%	-5%[9.22 µM]	8%	-2
20	CCOc1ncccc1C(=O)OC(C)C(=O)Nc1ccc(Cl)cn1 (centres undefined)	?	4%	-6%	0%	27
21	Nc1ccc2c(c1)N1CCN=C1S2	8%	-2%	0%	-9%	-2
22	CC(C)CCNC(=O)COc1ccc2c3c(c(=O)oc2c1)CCC3	7%	10%	-4%	-5%	-11
23	Cc1noc(C)c1C(=O)N1CCC1(C)C(=O)NS(=O)(=O)c1cccc(F)c1 (centres undefined)	7%	24%	·	1%	-17
24	COc1cc2sc3ccc(-c4ccc(CN5CCOCC5)cc4)cc3c(=O)c2cc1OC	1%	20%	23%	19%	-3

entry	MCF10A rereplic	WRN helicase inh	KB-3-1 tox	KB-V1 cytotox
13	2%	?	-3%	0%
14	?	-5%	12%	18%
15	-6%	-2%	0%	5%
16	-4%	-9%	-29%	0%
17	-1%	-1%	5%	-8%
18	-8%	-12%	-30%	-18%
19	2%	-6%	5%	-9%
20	21%	-4%	12%	-12%
21	7%	-9%	-4%	1%
22	1%	3%	9%	?
23	·	2%	0%	3%
24	6.5µM*	15%	?	13µM*

Additional records follow.
entry	Molecule	ATXN2 expr inh	HT1080NT lethal	SW480 rereplic	HT1080 IDH1KD tx	IL1B secr inh
25	CCCCCCCCN1C(=O)[C@H](CC(=O)NCc2cccc3ccccc23)C[C@@]2(C(=O)OC)CC(C)(C)CC=C12	·	?	·	?	0
26	Cc1ccc(S(=O)(=O)N2CCOCC2)cc1NC(=O)COC(=O)c1ccc2c(c1)OCCO2	-9%[2.22 µM]	5%	1%[1.84 µM]	8%	10
27	Cc1cc(C)c(S(=O)(=O)CCC(C)C)c(=O)[nH]1	6%	2%	1%	8%	20
28	CCCCCCSc1cccc(-c2nc3ccc(Cl)cn3c2NCCCC)c1	3%&15%	6%&15%	-4%	0%&23%	3&0
29	CC(C)(C)CN1CCN(CCCc2ccccc2)C(CCO)C1 (centres undefined)	-13%	-2%	-7%[9.22 µM]	-6%	-17
30	COc1cc(C(O)c2nc(-c3cccc(F)c3)cs2)ccc1F (centres undefined)	15%	?	·	-27%	0
31	O=C1C2CCCCC2C(=O)N1c1ccc(S(=O)(=O)Nc2ncccn2)cc1 (centres undefined)	1%	7%	2%	8%	1
32	O=c1c2[nH]c3ccc(F)cc3c2ncn1CC1CCCO1 (centres undefined)	29%	13%	-11%	-1%	-6
33	COc1ccc(-c2oc3cc(OC)c(O)c(OC)c3c(=O)c2OC)cc1O	-7%	?	3%	?	19
34	COc1ccc(NC(=O)CCN2CCC(C)CC2)cc1	48%[activator]	12%	4%	10%	0
35	Cc1ccc(C)c(N(CC(=O)NCc2ccco2)C(=O)CNS(=O)(=O)c2ccccc2)c1	4%	1%	2%	18%	-29
36	O=C(CC1NC2CCCCC2NC1=O)Nc1cccc(C(F)(F)F)c1 (centres undefined)	1%	2%	0%	9%	-8

entry	MCF10A rereplic	WRN helicase inh	KB-3-1 tox	KB-V1 cytotox
25	·	-1%	?	?
26	1%	-3%[57.1 µM]	?	0%
27	-1%	1%	1%	-4%
28	23%	-9%&8%	10%&0%	?
29	?	?	2%	-1%
30	·	-4%	-1%	?
31	0%	-13%	14%	3%
32	-25%	-3%	6%	-3%
33	?	-18%	-21%	-26%
34	6%	-3%	2%	-2%
35	-2%	3%	13%	14%
36	0%	1%	7%	-21%

Reprinted at random: five compounds from above
entry	Molecule	ATXN2 expr inh	HT1080NT lethal	SW480 rereplic	HT1080 IDH1KD tx	IL1B secr inh
21	Nc1ccc2c(c1)N1CCN=C1S2	8%	-2%	0%	-9%	-2
5	O=C(c1cccc([N+](=O)[O-])c1)N1CCN(C/C=C/c2ccccc2)CC1	-6%	-1%	-1%	-12%	·
35	Cc1ccc(C)c(N(CC(=O)NCc2ccco2)C(=O)CNS(=O)(=O)c2ccccc2)c1	4%	1%	2%	18%	-29
10	O=C(O)CCC1OC(=O)C(O)=C1c1ccccc1 (centres undefined)	7%	7%	?	8%	25
16	O=C(NNC1=C(C(=O)C(F)(F)F)CCC1)c1ccc(Cl)cc1	?	?	2%	7.9µM*	82

entry	MCF10A rereplic	WRN helicase inh	KB-3-1 tox	KB-V1 cytotox
21	7%	-9%	-4%	1%
5	2%	-9%	-2%	?
35	-2%	3%	13%	14%
10	5%	-8%	0%	0%
16	-4%	-9%	-29%	0%

Continued:
entry	Molecule	ATXN2 expr inh	HT1080NT lethal	SW480 rereplic	HT1080 IDH1KD tx	IL1B secr inh
37	CC(C)C(=O)N=c1sc2cc(F)cc(F)c2n1C	-3%	7%	3%	20%	-1
38	Cc1cc(C)n(C)c(=O)c1C#N	-2%	-1%	-9%	9%	-6
39	CC(c1ccccc1)n1cc(C(=O)NCc2ccccn2)nn1 (centres undefined)	3%	1%	-6%[9.22 µM]	-5%	17
40	CCOC(=O)C1CCN(S(=O)(=O)c2c[nH]c(=O)[nH]c2=O)CC1	-2%	20%	104%	-2%	-7
41	CCOc1ccc(S(=O)(=O)N2CCC(C(=O)N3CCOCC3)CC2)cc1Cl	-8%	7%	11%	3%	-5
42	CC(C)[C@H](NC(=O)OC(C)(C)C)c1nnc(S(=O)(=O)Cc2c(F)cccc2Cl)o1	?	6.3µM*	20%	4µM*	?
43	O=C(Cc1cccs1)NC1CCCC1	2%	4%	-2%	11%	21
44	C#CCSc1nnc(-c2sc3ccccc3c2Cl)o1	77%[activator]	-7%	?	-2%	-7

entry	MCF10A rereplic	WRN helicase inh	KB-3-1 tox	KB-V1 cytotox
37	-3%	-7%	12%	24%
38	6%	4%	4%	4%
39	10%	-4%	3%	6%
40	?	-11%	-2%	?
41	3%	4%	4%	-10%
42	9.2µM*	-4%	3%	?
43	-11%	13%	10%	-2%
44	1%	0%	-11%	-4%
